MC4R ag barr = agonists of human melanocortin 4 receptor (MC4R) beta-arrestin. U2OS MC4R beta-arrestin complementation, luminescence; percent of melanotan II response, DMSO zero. activation, % at 8.9 µM. 0.98% of 360,000 active;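 active means activation above a per-plate cutoff, the mean activation of sample wells on that plate plus 3 SD, cut at about 8% in these data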
HTR2A ag = activates the mouse 5-HT2A serotonin receptor; 0.66% of 360,000 active; P35363; activation, % at 7.6 µM; CHO-K1 mHTR2A beta-arrestin complementation, luminescence; percent of 30 µM serotonin response;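 active means activation above a run cutoff, the mean activation of all tested compounds plus 3 SD, cut at about 14% in these data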;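 further: 0% = plate median of compound wells and 100% = 30 µM serotonin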
N-glyco inh = blocks N-linked glycosylation in D54 reporter cells; D54 ERlucT glycosylation luciferase reporter, 24 h; percent of 100 nM tunicamycin response; 0.23% of 360,000 active; AID 588692; reporter increase, % at 12.5 µM;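 active means mean luciferase reporter signal, scaled so untreated is 0 and the glycosylation-blocking control 100, at or above a set limit in every replicate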;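 further: luciferase carries N-glycosylation sites so blocking glycosylation raises the light; 0% = median of neutral control wells and 100% = median of 100 nM tunicamycin wells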
ABCB6 inh MLPCN = blocks the human ABCB6 transporter; Q9NP58; fluorescence ratio to DMSO, % at 10 µM; 0.19% of 360,000 active; AID 602162; K562-ABCB6 porphyrin accumulation, flow cytometry, 1 h; hits give low values;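 active means fluorescence ratio to DMSO below 75%, the collection mean minus 3 SD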;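 further: signal is porphyrin accumulated inside mitochondria; 100% equals median channel fluorescence of DMSO control wells; lower ratio means ABCB6 inhibition with less porphyrin fluorescence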
ABHD5-PLIN5 inh = blocks binding of human ABHD5 to perilipin-5; Q00G26+Q8WTS1; Split G. princeps luciferase complementation, luminescence, 4 h; inhibition, % at 4 µM; 0.78% of 360,000 active; AID 602281;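 active means inhibition above the mean inhibition across every tested compound plus 3 SD, cut at about 22% in these data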;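 further: 0% = DMSO only wells and the 100% control is not disclosed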
Target sequence (Q00G26 whole entry, looked up): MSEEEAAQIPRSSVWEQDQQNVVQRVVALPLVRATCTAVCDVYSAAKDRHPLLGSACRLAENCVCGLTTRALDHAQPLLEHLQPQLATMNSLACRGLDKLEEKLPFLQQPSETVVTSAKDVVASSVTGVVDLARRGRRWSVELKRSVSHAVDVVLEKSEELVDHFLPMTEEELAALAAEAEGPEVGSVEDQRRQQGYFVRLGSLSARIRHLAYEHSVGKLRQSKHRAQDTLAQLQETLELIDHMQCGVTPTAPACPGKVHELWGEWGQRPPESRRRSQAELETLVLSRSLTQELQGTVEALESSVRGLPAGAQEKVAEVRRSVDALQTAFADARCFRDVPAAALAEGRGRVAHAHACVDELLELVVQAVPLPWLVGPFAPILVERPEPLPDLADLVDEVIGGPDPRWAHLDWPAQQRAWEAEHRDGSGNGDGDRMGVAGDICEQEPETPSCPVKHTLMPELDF
Target sequence (Q8WTS1 whole entry, looked up): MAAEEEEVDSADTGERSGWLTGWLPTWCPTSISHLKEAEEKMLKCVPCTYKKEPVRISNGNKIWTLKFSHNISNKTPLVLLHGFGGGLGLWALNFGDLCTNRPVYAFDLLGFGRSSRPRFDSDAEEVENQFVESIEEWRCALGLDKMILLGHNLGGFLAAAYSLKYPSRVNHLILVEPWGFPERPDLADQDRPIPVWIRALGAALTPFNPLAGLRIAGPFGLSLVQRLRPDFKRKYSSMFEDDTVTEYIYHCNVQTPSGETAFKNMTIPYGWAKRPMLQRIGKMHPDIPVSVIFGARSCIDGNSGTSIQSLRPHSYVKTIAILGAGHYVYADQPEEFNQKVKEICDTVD
aDG glyco act = alpha-DG glycosylation activation. Pro5-aDG cells, alpha-DG glycosylation AlphaScreen (IIH6); 0% Pro5, 100% B10-LARGE cell signal. activation, % at 10 µM. 0.22% of 360,000 active. AID 624168;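 active means activation of at least 8% versus controls, or a plate z-score of at least 8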;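 further: Pro5 are CHO cells carrying HIG-tagged alpha-DG that lacks glycosylation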
Granule exo inh = blocks lytic granule exocytosis. TALL-104 LAMP-1 surface exposure, flow cytometry; cells stimulated with thapsigargin and PMA. inhibition, % at 10 µM. 0.66% of 360,000 active;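 active means inhibition above about 55%, limit read from the data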
MC4R antagonist = antagonists of human melanocortin 4 receptor (MC4R); MC4R-expressing cells, MTII-stimulated cAMP, LANCE TR-FRET; inhibition, % at 6.5 µM; AID 540295; P32245; 0.48% of 360,000 active;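 active means inhibition above its plate's cutoff, the mean of tested wells on that plate plus 3 SD, cut at about 29% in these data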;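 further: 0% = Melanotan II alone and 100% = Melanotan II plus saturating MCL0020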
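System: U2OS cells stably expressing human melanocortin 4 receptor (MC4R). Reagent: Melanotan II challenge after compound preincubation. Doses: 6.5 µM. Times: 30-min compound, 1-h challenge, 1-h detection, room temperature. Measured by: TR-FRET with Eu-cAMP and labeled anti-cAMP, 671 nm. Replicates: singlicate.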
iPSC survival up = increases survival of single human iPS cells | hiPSC single-cell survival, ATPlite luminescence; 100% = ROCK inhibitor wells, 0% = DMSO | survival enhancement, % at 20 µM | 0.044% of 360,000 active; in the data active means survival enhancement above about 18%;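 further: cells exposed to compounds for 16 hours before the ATP read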
H9c2 protect = modulators protecting cardiomyocytes from myocardial damage; H9c2 cardiomyocytes, H2O2 injury protection, ATPLite, 2 h; protection from H2O2 cell death, % at 20 µM; 0.63% of 360,000 active;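 active means compounds giving at least 50% protection of heart cells from peroxide-induced death in the single-dose screen, raw or plate-pattern-corrected value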;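 further: 0% = DMSO wells with peroxide and 100% = DMSO wells without peroxide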
The depositor's hits bear a star; . = no result given.

SMILES	MC4R ag barr	HTR2A ag	N-glyco inh	ABCB6 inh MLPCN	ABHD5-PLIN5 inh	aDG glyco act	Granule exo inh	MC4R antagonist	iPSC survival up	H9c2 protect
Cc1ccccc1OCC(=O)N/N=C/c1cccc2cccnc12	1.1	-1	2	101	3	0.1	2	-1	0.2	40
Cc1c(C(=O)NCc2nnc(-c3ccccc3)o2)oc2c(F)cccc12	-1.7	8	1	100	-6	0.1	4	-2	0.1	-5
CN(C)/N=C/C=C1\CC/C(=C\c2ccc(Br)cc2)C1=O	-2.9	-1	2	97	9	0.2	-3	-2	-1.5	-7
O=S(=O)(c1ccc(Cl)s1)N1CCCCC1	-1.4	5	0	101	5	0.0	2	8	-1.1	0
Cc1ccc(C)c(NC(=O)C2CC(=O)N(C3CCCCC3)C2)c1 (stereo not drawn)	0.4	4	-2	93	-4	0.0	9	5	-0.5	2
OCCOC1CCCc2oc(-c3ccccc3)c(C#CC3(O)CCCCC3)c21 (stereo not drawn)	.	-2	.	99	2	-0.1	6	.	-1.0	.
COc1cc(C(=O)OCC(=O)N2CC(C)OC(C)C2)cc(OC)c1OC (stereo not drawn)	-2.2	2	-1	99	1	0.0	0	4	0.6	-2
O=C(Nc1nnc(Cc2ccccc2)s1)c1cccnc1	3.7	7	0	103	4	-0.4	-6	20	-0.5	-7
CC(=O)OC(C)C(=O)NS(=O)(=O)c1ccc(C)cc1 (stereo not drawn)	0.5	4	0	100	2	-0.4	-1	0	3.4	-2
COC(=O)c1ccc(SCC(=O)NCc2ccccc2)c([N+](=O)[O-])c1	-1.7	3	3	94	-7	0.0	3	-1	-0.4	-1
O=C(NC1CCCCC1)C(c1ccccn1)N(C(=O)c1csnn1)C1CC1 (stereo not drawn)	-0.9	-2	1	98	0	0.5	1	18	-0.4	8
Cc1nc2ccc(NC(=O)c3ccco3)cc2s1	-0.7	5	1	98	-4	-0.4	-1	13	-1.9	-10
CCc1nonc1NC(=O)c1oc2ccccc2c1C	-2.8	7	1	92	3	0.0	-2	0	-0.3	-2
N#Cc1ccc(OCC(=O)Nc2ccc(N3CCCC3)cc2)cc1	4.9	5	1	105	-7	-0.1	-1	-1	0.4	-2
CC(C)(C)N=C1NN=C(c2ccc(Cl)cc2)CS1	-1.2	4	-10	97	-7	-0.2	5	-7	-0.7	-6
COc1ccc(Cc2nnc(NCCO)[nH]c2=O)cc1	1.0	5	3	106	6	0.0	6	-4	-0.2	4
CN(C)c1ccc(C=NC(CO)C(O)c2ccc([N+](=O)[O-])cc2)cc1 (stereo not drawn)	-0.7	2	2	90	0	0.0	-3	2	-0.5	0
Cc1c(NS(=O)(=O)c2cccc(C(=O)N3CCC(C(N)=O)CC3)c2)c(=O)n(-c2ccccc2)n1C	0.6	7	0	102	7	-0.1	41	2	4.7	3
CCC(C)NC(=O)CSc1n[nH]c(=O)n1CCc1ccccc1 (stereo not drawn)	-1.2	-2	-1	100	0	0.2	-32	0	0.8	6
COc1ccc(C(=O)Nc2cccnc2)cc1OC	0.3	-2	2	101	-6	0.0	-6	10	-3.0	6
Cc1ccc(CNC(=O)CN2CCN(c3ccc(F)cc3)CC2)cc1	2.2	-6	1	100	0	0.0	-6	23	-0.5	-2
COc1ccccc1C(=O)N/C(=C\c1ccc2c(c1)OCO2)C(=O)NCCc1nc2ccccc2[nH]1	-0.5	1	-1	97	5	-0.3	-3	12	-0.9	12
N#Cc1ccsc1NC(=O)CN1CCN(S(=O)(=O)c2ccccc2C(F)(F)F)CC1	-0.1	-3	0	101	0	0.3	-2	13	0.3	0
COc1ccc(-c2cnc(N)nc2-c2ccc(OC)cc2)cc1	-1.0	-5	-6	100	-2	0.1	20	3	0.0	3
COc1ccc(-c2cc(=O)oc3cc(OCC(=O)N(C)C)ccc23)cc1	-0.9	4	0	99	-5	-0.1	1	7	-0.1	8
CC(C)NC(=O)N(C)C[C@@H]1Oc2cc(C#Cc3ccccn3)ccc2S(=O)(=O)N([C@@H](C)CO)C[C@H]1C	-0.1	3	-4	105	-6	0.1	-2	4	0.7	13
Cc1cccn2c(=O)nc(SCC(=O)c3ccc(Cl)cc3)nc12	-3.2	-6	-2	98	11	0.5	38	11	0.7	-6
CC(C)NC(=O)Cc1ccc(Br)cc1	-2.1	0	3	92	1	-0.2	-8	2	-0.8	0
O=C(/C=C/c1ccccc1)n1cnnc1SC/C=C/c1ccccc1	3.1	-3	-1	104	-3	0.3	0	20	0.0	2
Cc1nc(C)c(C(=O)NNC(=O)Nc2ccc(Cl)cc2)s1	-2.3	5	1	101	3	0.0	10	4	1.1	-5
COC(=O)[C@]1(Cc2ccccc2)N[C@H](CN(C)S(=O)(=O)c2ccc(F)cc2)[C@@H]2C(=O)N(Cc3ccccc3)C(=O)[C@@H]21	-0.6	-2	-5	80	-8	0.0	8	5	-1.7	8
Cc1nnc(SCC(=O)Nc2ccc(Oc3ccccc3)cc2)n1N	-1.5	-7	-1	96	-2	-0.3	-3	3	-2.1	-7
COCCn1c(-c2ccccc2)cnc1SCC(=O)Nc1cccc2ccccc12	0.5	0	-2	96	7	0.0	-2	8	1.6	-9
COc1ccccc1NC(=O)CCNC(=O)Cn1ccc2ccccc2c1=O	-1.9	0	0	93	2	-0.1	-4	0	0.5	-1
COc1ccc(NC(=O)COc2ccc(-c3nn(C)c(=O)c4ccccc34)cc2)cc1	-1.9	1	1	94	-2	0.3	0	-1	1.4	5
Nc1nc2nonc2nc1N1CCCCC1	-1.6	-3	-2	106	7	0.0	-11	2	-1.5	5
COCCCNC(=O)CNC(=S)N(Cc1ccccc1)Cc1cccnc1	-2.0	5	1	98	-1	-0.3	-5	8	0.2	6
CCN1C(=O)/C(=C/N2CC(C)CC(C)C2)SC1=S (stereo not drawn)	-0.8	-5	0	110	-7	0.0	2	2	4.1	3
COc1cc(/C=C(\C#N)C(=O)Nc2cccc(C(=O)O)c2)ccc1OCc1ccc(F)cc1	2.2	-19	-5	104	5	0.1	-4	25	-0.5	2
COc1ccc(N2CC(C(=O)NCCc3ccc(Cl)cc3)CC2=O)c(OC)c1 (stereo not drawn)	-1.3	4	1	100	-6	-0.1	7	4	-0.3	-6
COc1c2c(nc3occc13)C(CC=C(C)C)(OC)C(O)CC2 (stereo not drawn)	1.3	2	1	84	-6	-0.4	0	5	2.2	13
O=C1c2ccccc2S(=O)(=O)c2cc(C(=O)N3CCN(c4ccc(Cl)cn4)CC3)ccc21	-1.0	-1	2	98	-8	-0.1	1	6	2.6	14
COC(=O)[C@@]12C[C@@H](CC(=O)NCCCCc3ccccc3)C(=O)N(Cc3ccco3)C1=CCC(C)(C)C2	.	-7	.	.	12	0.1	20	.	.	.
Cc1ccc(C)c2nc(Cl)c(C#N)cc12	2.1	0	2	96	1	0.0	-2	2	0.6	-1
CCC(=O)Nc1ccc(C(=O)CSc2nnc(CNc3ccc(Cl)cc3)o2)cc1OC	-1.4	-3	-1	99	-15	2.6	-2	18	1.8	-13
NC(=O)c1ccc(NC(=O)COC(=O)CCc2ccc(S(=O)(=O)N3CCCCC3)cc2)cc1	-1.3	-3	0	95	-7	0.0	-1	5	-0.5	5
C[N+](C)(C)CCOP(=O)(O)OP(=O)([O-])OC[C@H]1O[C@@H](n2ccc(N)nc2=O)[C@H](O)[C@@H]1O	-0.3	0	0	100	7	-0.2	2	6	-1.5	10
Cc1ccc(CNC(=O)C2CCN(S(=O)(=O)c3cccc4nonc34)CC2)cc1	7.9	-3	-1	106	0	0.1	1	-1	0.4	-2
NC(=O)CSc1nnc(-c2cccc(S(=O)(=O)N3CCCCC3)c2)o1	0.1	0	2	94	-2	0.4	-3	1	-0.4	-1
CC1CCc2c(sc3ncnc(SC(C)C(=O)NCC4CCCO4)c23)C1 (stereo not drawn)	-1.1	2	0	92	-3	0.0	-6	0	-0.5	2
CC(C)(O)C(=O)NNC(=S)Nc1ccc(F)c(Cl)c1	0.0	3	1	100	-1	1.5	3	-2	0.5	2
CSc1nc(N)nc(SCC(=O)c2ccc(C)cc2)c1C#N	21*	0	-3	91	0	0.3	1	-16	1.5	-17
Cc1cccc(C(=O)OCC(=O)NC(C)C2CC3CCC2C3)c1O (stereo not drawn)	-0.8	12	2	92	-4	0.0	0	3	0.3	2
Cc1nc(SCC(=O)c2ccccc2)c([N+](=O)[O-])[nH]1	-1.1	-4	2	101	-8	-0.3	1	9	2.8	3
O=C1NC(=O)C(CC(=O)N(c2ccccc2)C2(C(=O)NC3CCCC3)CCCCC2)N1 (stereo not drawn)	-1.3	-3	-1	101	0	-0.3	-2	-1	-3.5	0
Cc1cccc(-c2nc3ccccc3c(=O)[nH]2)c1	-1.4	-2	0	104	-9	0.0	-15	4	-0.6	-2
O=C(NCCc1ccccc1)c1cccc(N2CCCC2=O)c1	0.8	-3	-22	100	-3	0.1	-1	-5	-0.5	-7
COc1cccc(S(=O)(=O)Nc2ccc(C(=O)NCc3ccco3)cc2)c1	1.3	-2	1	100	-3	-0.1	4	4	0.1	-2
Cc1cc(Br)ccc1NC(=O)CN(C)C(=O)C1=COCCO1	-1.2	0	0	92	-3	0.0	-5	13	2.9	1
O=C1NC[C@H](CCCCN2C[C@H](Cc3ccccc3)N(CCc3ccc(O)cc3)C(=O)C2=O)N(CCc2ccc(O)cc2)C1=O	.	1	.	93	-1	3.0	-8	.	0.0	.
Next part
SMILES	MC4R ag barr	HTR2A ag	N-glyco inh	ABCB6 inh MLPCN	ABHD5-PLIN5 inh	aDG glyco act	Granule exo inh	MC4R antagonist	iPSC survival up	H9c2 protect
CCOC(=O)CCc1c(C)n[nH]c1C	-1.1	4	0	95	1	-0.2	9	2	-0.2	2
CCOc1cc(C2CC(=O)NC3=C2C(=O)C(C(=O)OC)C(C)C3)cc(Br)c1O (stereo not drawn)	-1.6	0	1	95	-4	0.0	0	14	3.4	-3
CC1CCCN(Cc2nc3c(c(=O)n(C)c(=O)n3C)n2CCc2ccccc2)C1 (stereo not drawn)	1.0	5	0	99	0	0.0	8	-1	-1.5	-2
O=C(CSc1nc(-c2cccs2)cc(C(F)(F)F)n1)NCc1ccccc1	-1.0	0	-1	96	-3	0.0	1	2	2.9	-7
CC(C)C(=O)O/N=C(\N)c1ccc(Oc2ccc(Cl)cc2)c([N+](=O)[O-])c1	-0.5	3	-4	103	-4	0.0	-5	9	-0.4	-12
CCc1ccc(S(=O)(=O)Nc2ccc(Br)cn2)cc1	3.1	-1	0	99	-8	0.1	-12	14	-0.5	-1
O=C(NNC(=S)Nc1ccccc1)c1ccc(O)cc1	-2.6	-2	0	104	-1	0.0	-5	3	-0.7	-5

3 compounds out of the list, ordered by length of the SMILES, falling:
SMILES	MC4R ag barr	HTR2A ag	N-glyco inh	ABCB6 inh MLPCN	ABHD5-PLIN5 inh	aDG glyco act	Granule exo inh	MC4R antagonist	iPSC survival up	H9c2 protect
CC1CCCN(Cc2nc3c(c(=O)n(C)c(=O)n3C)n2CCc2ccccc2)C1 (stereo not drawn)	1.0	5	0	99	0	0.0	8	-1	-1.5	-2
O=C(CSc1nc(-c2cccs2)cc(C(F)(F)F)n1)NCc1ccccc1	-1.0	0	-1	96	-3	0.0	1	2	2.9	-7
CCOC(=O)CCc1c(C)n[nH]c1C	-1.1	4	0	95	1	-0.2	9	2	-0.2	2

Screening data from PubChem BioAssay.
